Source: PubChem BioAssay (National Center for Advancing Translational Sciences (NCATS))
TRb SRC2 PPI: inhibitors of human thyroid hormone receptor beta-SRC2 interaction. P10828. TRbeta-SRC2 peptide binding, fluorescence polarization; receptor liganded with 1 µM T3. Potency, µM (titrated, usually from 106 µM), for inactives: at the top dose activity change, negative = inhibition, most hits filed as inhibitors. 280,000 tested, 0.065% active;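 further: plate controls were bound peptide for no effect and peptide without receptor for full effect; nearly all actives have a fitted effect of over 50% in size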
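Read-out is fluorescence polarization (555 nm excitation, 632 nm emission) of a Texas Red SRC2 coactivator peptide; loss of signal reflects blocked binding to human TRb ligand-binding domain in the presence of 1 uM T3.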
TexasRed fluor: alters Texas Red total fluorescence, flagging assay interference; 280,000 tested, 0.29% active; Potency, µM (titrated, usually from 106 µM), for inactives: top-dose fluorescence change, negative = quenching; AID 1479; TRb/SRC2 Texas Red total fluorescence interference; active means well fitted curve in either direction with a large enough effect; inconclusive means small, poorly fitted or top-dose-only effect
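Human TRβ ligand-binding domain (0.6 uM) and Texas Red SRC2 peptide (20 nM) in Tris buffer with 1 uM T3 and 5% DMSO were incubated with pinned compound for 5 hr at ambient temperature. Total fluorescence was computed as S + 2P (555/632 nm).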
GoLoco inh red: RGS12 GoLoco-Gai1 interaction inhibition; Gai1:RGS12 GoLoco peptide FP, rhodamine, 10 min; Potency, µM (highest dose often 61.6 µM), for inactives: at the top dose activity, negative = inhibition, most hits filed as inhibitors; 230,000 tested, 0.44% active; AID 880; active means well fitted inhibition curve with a large enough effect, not every such curve was filed as active; inactive means no such curve, though single readings can be large or run the other way; further: nearly all actives have a fitted effect of over 30% in size; many of its hits are not listed in these tables
Target sequence (P63096 whole entry, looked up): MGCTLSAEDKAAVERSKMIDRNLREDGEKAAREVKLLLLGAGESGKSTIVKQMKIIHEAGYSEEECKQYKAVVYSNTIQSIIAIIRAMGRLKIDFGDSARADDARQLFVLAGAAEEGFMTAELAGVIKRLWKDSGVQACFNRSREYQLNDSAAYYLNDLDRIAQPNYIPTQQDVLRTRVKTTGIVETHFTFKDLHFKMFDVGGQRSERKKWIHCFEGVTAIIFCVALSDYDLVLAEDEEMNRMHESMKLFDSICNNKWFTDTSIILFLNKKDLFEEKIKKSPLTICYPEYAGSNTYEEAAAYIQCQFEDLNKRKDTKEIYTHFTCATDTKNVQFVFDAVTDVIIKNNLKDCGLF
Tau fibril FP: inhibitors of human tau fibril formation. P10636. K18 P301L tau heparin fibrillization, Alexa594 FP, 6 h. Potency, µM (top dose mostly 57.7 µM), for inactives: at the highest dose activity, negative = inhibition, actives largely listed as inhibitors. 280,000 tested, 0.39% active. AID 1468; further: nearly all actives have a fitted effect of over 55% in size
Target sequence (P10636 561-689 P618L limits assumed): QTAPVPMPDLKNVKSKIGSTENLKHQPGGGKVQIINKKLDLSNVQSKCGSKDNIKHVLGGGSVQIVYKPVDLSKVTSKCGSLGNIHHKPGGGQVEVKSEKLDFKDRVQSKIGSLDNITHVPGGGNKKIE
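Human K18 P301L fragment (15 uM unlabeled plus 0.24 uM Alexa 594-labeled) in 100 mM sodium acetate pH 7 with compound, aggregation induced by 20 uM heparin for 6 hr at 37 C. ThT (30 uM) added for 1 hr, then Alexa 594 FP read.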
KDM4E inh: JMJD2E (human) inhibition. AID 2147. B2RXH2. Potency, µM (top dose mostly 57.1 µM), for inactives: at the top dose activity change, negative = inhibition, most hits filed as inhibitors. 230,000 tested, 1.6% active. JMJD2E catalytic domain, FDH-coupled NADH fluorescence (FDH is formaldehyde dehydrogenase); active means well fitted inhibition curve with a large enough effect, not every such curve was filed as active; inconclusive means small, poorly fitted or top-dose-only effect, or another doubt; inactive means no such curve, though single readings can be large or run the other way;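 further: 0% = wells with enzyme and -100% = buffer wells without enzyme; nearly all actives have a fitted effect of over 50% in size; many of its hits are not listed in these tables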
Target sequence (B2RXH2 1-337 limits assumed): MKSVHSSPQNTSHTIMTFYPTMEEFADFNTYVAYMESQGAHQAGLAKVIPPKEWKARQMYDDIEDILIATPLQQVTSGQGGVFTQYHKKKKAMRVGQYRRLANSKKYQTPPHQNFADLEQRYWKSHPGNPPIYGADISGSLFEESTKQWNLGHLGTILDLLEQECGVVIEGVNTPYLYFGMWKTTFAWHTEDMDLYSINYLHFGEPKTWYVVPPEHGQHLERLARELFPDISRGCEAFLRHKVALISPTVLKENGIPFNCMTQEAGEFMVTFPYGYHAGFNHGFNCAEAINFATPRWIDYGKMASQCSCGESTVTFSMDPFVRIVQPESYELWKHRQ
Tau fibril ThT: blocks human tau fibril formation measured by thioflavin T; P10636; recombinant tau K18 P301L (four-repeat tau fragment), heparin-induced fibrillization, ThT fluorescence; Potency, µM (doses to about 57.4 µM), without a hit: at the top dose activity, negative = inhibition, hits mostly inhibitors; 270,000 tested, 2.1% active; AID 1460; further: nearly all actives have a fitted effect of over 55% in size
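Heparin-induced (20 uM) aggregation of recombinant human K18 P301L tau, 15 uM unlabeled with 0.24 uM labeled, pH 7 acetate buffer, 6 hr at 37 C with compound. Fibrils quantified by 30 uM ThT fluorescence after 1 hr ambient incubation.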
L3MBTL1 inh: L3MBTL1 (human) inhibition; Q9Y468; AlphaScreen L3MBTL1–H3K9me1 peptide binding; Potency, µM (doses to about 57.1 µM), for inactives: top-dose activity, negative = inhibition, most hits filed as inhibitors; 230,000 tested, 0.66% active; AID 485360; further: nearly all actives have a fitted effect of over 60% in size
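Displacement of a biotinylated histone H3(1-15) peptide monomethylated at Lys9 (75 nM) from L3MBTL1 (50 nM) was measured by AlphaScreen after a 30 min room-temperature compound incubation; cefsulodin titration served as intraplate control.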
RECQ1 helicase: inhibitors of human RECQ1 DNA helicase. P46063. 240,000 tested, 0.54% active. RECQ1 DNA unwinding, red fluorescence kinetic read. Potency, µM (doses to about 57.3 µM), inactives show at the highest dose activity, negative = inhibition, actives largely listed as inhibitors;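 further: plate controls were vehicle for no effect and no enzyme for full effect; nearly all actives have a fitted effect of over 30% in size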
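RECQ1T1 50 nM; forked duplex (20 bp + 30-nt ss tails) 200 nM, ATP 2 mM final; pH 8.0, 2 mM MgCl2, 2.5 ug/ml poly(dI-dC); 15 min compound preincubation; discontinuous kinetic read over 2 h at RT.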
* = called active by the depositor; i = inactive; ? = inconclusive; . = not tested or not shown; [ ] = dose if it differs, or a comment. Unless noted, the call rests on the fitted dose curve; in most records, active means well fitted curve in the direction sought with a large enough effect; inconclusive means small, poorly fitted or top-dose-only effect, or another doubt; inactive means no such curve, though single readings can be large; an effect the other way counts as inactive or inconclusive. Unless noted, on the % scale 0 is the no-effect control and ±100 the full control effect; potency means the concentration at half of the fitted maximal effect.

Every second line gives: TRb SRC2 PPI, TexasRed fluor, GoLoco inh red, Tau fibril FP, KDM4E inh, Tau fibril ThT, L3MBTL1 inh, RECQ1 helicase
CCN1C(=O)c2ccccc2Sc2ccc(NC(=O)c3ccc(Cl)cc3)cc21
 : -1%, 2%, ., -5%, ., 7%, ., .
Cc1nc2ccc(S(=O)(=O)NCC(=O)N3CCN(c4ccccn4)CC3)cc2s1
 : 2%, 2%, 2%, -4%, -6%, -13%, 6%, 3%
Cc1ccc(S(=O)(=O)N2CCN(CC(=O)N/N=C\c3ccc(Cl)c([N+](=O)[O-])c3)CC2)cc1
 : 4%, 0%, -3%, 8%, -12%, -7%, -2%, -7%
COc1ccc(CCNC(=O)CSc2nc3ccccc3c3nc(CCN4CCCCC4)nn23)cc1OC
 : -5%, -3%, 7%, -12%, 6%, -11%, ., 1%
Cc1ccc(NC(=O)Cc2ccc(NC(=O)N3CCCCc4ccccc43)cc2)cc1
 : -4%, 0%, ., 1%, ., 1%, ., .
CC(C)OCCCNC(=O)Cc1ccc(Br)cc1
 : 1%, -1%, 2%, -3%, 2%, -1%, 7%, 9%
CC(=O)c1sc(N)c(C(=O)OC(C)C)c1C
 : -9%, -2%, -5%, -2%, -2%, -8%, 3%, i
O=C(CS(=O)(=O)Cc1ccccc1)Nc1ccc(Cl)cn1
 : -2%, -3%, -2%, -5%, -3%, -9%, 0%, 6%
Cc1ccc(CNC(=O)CNS(=O)(=O)c2cccs2)cc1
 : -7%, -4%, ., 4%, ., -2%, ., .
Cc1oc(-c2cccc(Cl)c2)nc1CN1CCCC(C(=O)NCc2ccco2)C1 (centres undefined)
 : 5%, 2%, 7%, -1%, 2%, -1%, -5%, -7%
Clc1ccc(CSc2nc3ncccc3[nH]2)cc1
 : 5%, -24%, ., -4%, ., -4%, ., .
CCc1ccc(C(=O)Nc2cc(C)ccc2F)s1
 : 3%, -1%, 24%, 5%, 5%, 11%, -5%, -9%
C[C@@]12CC[C@@H]3c4ccc(O)cc4CC[C@H]3[C@H]1C[C@@H](O)[C@H]2O
 : -5%[53 µM], 0%[53 µM], 6%[21.6 µM], ., -2%[25.5 µM], ., ., -13%[25.9 µM]
CN(CC(=O)Nc1cccc(F)c1)CC(=O)Nc1ccc(Cl)cc1[N+](=O)[O-]
 : -1%, -2%, 5%, -4%, 3%, ?, ., 3%
Cn1c(=O)nc2n(-c3ccc(Cl)c(Cl)c3)c3cc(Cl)ccc3cc-2c1=O
 : -9%, -2%, ., -2%, ., -13%, ., .

Other records:
Every second line gives: TRb SRC2 PPI, TexasRed fluor, GoLoco inh red, Tau fibril FP, KDM4E inh, Tau fibril ThT, L3MBTL1 inh, RECQ1 helicase
Clc1ccccc1Cc1noc(CN2CCCCC2c2ccccn2)n1 (centres undefined)
 : -6%[53 µM], 0%[53 µM], 9%, -5%, 3%, -7%, -6%, 11%
COc1ccc(O[C@H]2C=C[C@@H](c3ccccc3)O[C@H]2CO/N=C2/c3cc(OC)ccc3O[C@@H](c3cccc(OC)c3)[C@H]2O)cc1
 : 3%[11.2 µM], 0%[11.2 µM], ., 3%[11.6 µM], ., ?, ., -7%[11.5 µM]
Clc1ccc(-c2nnc(CSc3nnc(-c4cccs4)o3)o2)cc1
 : -1%, 0%, 6%, 2%, ?, -13%, 6%, -1%
COc1ccc(NC(=O)NCc2c(-n3cccc3)sc3c2CCCC3)c(OC)c1
 : 0%, 0%, ., -13%, ., -3%, ., .
COc1ccc(S(=O)(=O)CC(O)CN2CCCC2=O)cc1 (centres undefined)
 : 1%, -1%, -13%, -2%, -2%, 7%, 7%, i
COc1ccc2[nH]c(=O)c(CN(C(=O)c3cccnc3)c3cc(C)ccc3C)cc2c1
 : 2%, -6%, 10%, 0%, ?, -1%, -8%, -4%
COc1ccc(-c2nc(C#N)c(NCCc3ccccc3)o2)cc1OC
 : 3%, -3%, 8%, ?, ?, ?, ., i
Cc1sc(NC(=O)CSc2nnnn2C(C)C)c(C#N)c1C
 : 1%, -1%, 8%, -5%, 8%, ., ., i
Cc1ccc(-c2cc(-c3ccccc3)c(C#N)c(SCC(O)CS(=O)(=O)Cc3ccccc3)n2)cc1 (centres undefined)
 : 6%, 2%, ., ?, ., ?, ., .
COc1ccc2ccc3c(c2c1)N=CC1(O3)N(C)c2ccccc2C1(C)C (centres undefined)
 : 28µM*, ?, -20%, 22µM*, 14µM*, 10µM*, 32µM*, ?
Cc1sc2nc(CN(C(=O)NCc3ccccc3)C3CCCC3)[nH]c(=O)c2c1C
 : -6%, -1%, 10%, 2%, 7%, ., ., -17%
O=c1ccn(CCc2c[nH]c3ccccc23)c2c1CCCC2
 : 4%, -3%, 20%, 4%, -17%, -3%, ?, -2%
O=C(Nc1ccccc1C(F)(F)F)C1CCN(S(=O)(=O)Cc2ccccc2)CC1
 : -11%, -2%, ., -7%, ., -7%, ., .
COc1cc(S(=O)(=O)N(Cc2ccco2)C2CCCC2)ccc1-n1cnnn1
 : -17%, 1%, ., 4%, -3%, -3%, 17%, -10%
O=C(NNC(=O)c1ccc(NC(=O)c2ccccc2)cc1)Nc1ccccc1
 : 0%, -7%, 53%[activator], -17%, ?, 5%, -3%, 11%

Overlap with the part before: 3 compounds, followed by the next part.
Letter code: A = TRb SRC2 PPI; B = TexasRed fluor; C = GoLoco inh red; D = Tau fibril FP; E = KDM4E inh; F = Tau fibril ThT; G = L3MBTL1 inh; H = RECQ1 helicase
mol: O=C(Nc1ccccc1C(F)(F)F)C1CCN(S(=O)(=O)Cc2ccccc2)CC1
  A: -11% | B: -2% | C: . | D: -7% | E: . | F: -7% | G: . | H: .

mol: COc1cc(S(=O)(=O)N(Cc2ccco2)C2CCCC2)ccc1-n1cnnn1
  A: -17% | B: 1% | C: . | D: 4% | E: -3% | F: -3% | G: 17% | H: -10%

mol: O=C(NNC(=O)c1ccc(NC(=O)c2ccccc2)cc1)Nc1ccccc1
  A: 0% | B: -7% | C: 53%[activator] | D: -17% | E: ? | F: 5% | G: -3% | H: 11%

mol: O=C(COc1ccccc1Cl)Nc1ccc2c(c1)OCCO2
  A: -3% | B: -2% | C: -12% | D: 6% | E: -4% | F: ? | G: . | H: i

mol: COc1ccc(-c2cc(C(F)(F)F)nc(SCC(=O)Nc3sc4c(c3C#N)CCC4)n2)cc1
  A: -4% | B: -2% | C: 20% | D: ? | E: ? | F: -19% | G: ? | H: -9%

mol: Cc1cccc(C2CC(c3ccccc3)Nc3nc(N)nn32)c1 (centres undefined)
  A: -24% | B: -1% | C: 6% | D: 2% | E: ? | F: -1% | G: 2% | H: -15%

mol: Cc1ccccc1CCN(C(=O)Cn1nnc2ccccc21)C(C(=O)NCC1CCCO1)c1nc2ccccc2n1C (centres undefined)
  A: -2% | B: 0% | C: 0% | D: -1% | E: 16% | F: 0% | G: 2% | H: -1%

mol: COc1cc(C(C(=O)NC(C)(C)C)N(C(=O)CNC(=O)c2cccs2)c2ccc(C(C)C)cc2)cc(OC)c1OC (centres undefined)
  A: 6% | B: 0% | C: -20% | D: 9% | E: -5% | F: -3% | G: -8% | H: 11%

mol: C=CCN(C(=O)CNS(=O)(=O)c1ccccc1)C(C(=O)NCCOC)c1ccncc1 (centres undefined)
  A: -2% | B: -5% | C: 0% | D: -4% | E: -16% | F: -2% | G: 9% | H: 12%

mol: O=C(NCC(=O)N(c1ccccc1)C(C(=O)NC1CCCC1)c1cccnc1)c1cccs1 (centres undefined)
  A: 2% | B: 1% | C: 0% | D: -5% | E: 9% | F: -2% | G: 2% | H: 1%

mol: Cn1cc(Cl)c(C(=O)Nc2nc3ccccc3s2)n1
  A: 8% | B: -1% | C: -3% | D: 10% | E: ? | F: -1% | G: 14% | H: -2%

mol: CC1CC(CN)CC(CO)C1 (centres undefined)
  A: -8% | B: 0% | C: 9% | D: -9% | E: 16% | F: 4% | G: 4% | H: -9%

mol: COc1ccccc1NC(=O)c1ccccc1NS(=O)(=O)N1CCCC1
  A: 1% | B: -3% | C: 0% | D: 5% | E: -9% | F: -4% | G: -2% | H: i

mol: O=C(C1CCCN(S(=O)(=O)c2cccc3nonc23)C1)N1CCC(Cc2ccccc2)CC1 (centres undefined)
  A: -10% | B: 1% | C: 9% | D: 4% | E: 6% | F: -11% | G: . | H: i

mol: Cc1sc2ncnc(SC(C)C(=O)N3c4ccccc4Sc4ccccc43)c2c1C (centres undefined)
  A: 1% | B: -3% | C: 4% | D: 1% | E: 10% | F: -3% | G: -8% | H: -2%

mol: CCOc1ccc(N2C(=O)CS(=O)(=O)C23C(=O)N(Cc2cccc(Cl)c2)c2ccccc23)cc1 (centres undefined)
  A: 9% | B: -3% | C: . | D: ? | E: . | F: -11% | G: . | H: .

mol: CC12CN(C(=O)c3ccccc3)C3(C#N)CC1CCC23C (centres undefined)
  A: 12% | B: 2% | C: 2% | D: 4% | E: -5% | F: -7% | G: . | H: 15%

mol: O=C(N/N=C/c1ccc(Br)s1)c1ccccn1
  A: -7% | B: -2% | C: 11% | D: 0% | E: -20% | F: -17% | G: 0% | H: 4%

mol: Cc1csc2ncc(C(=O)NCCc3ccccc3)c(=O)n12
  A: 13% | B: 1% | C: 2% | D: -2% | E: ? | F: -11% | G: 10% | H: 0%

mol: CCCCn1c(SCc2cc(=O)[nH]c3ccccc23)nc2c1c(=O)n(C)c(=O)n2C
  A: -21% | B: -1% | C: 0% | D: 4% | E: 3% | F: -1% | G: . | H: 15%

mol: Cc1coc2c(C)c3oc(=O)c(CC(=O)NCc4ccccc4)c(C)c3cc12
  A: -8% | B: 0% | C: . | D: -4% | E: . | F: 2% | G: . | H: .

Structural class, the compounds so far with bromine
Letter code: A = TRb SRC2 PPI; B = TexasRed fluor; C = GoLoco inh red; D = Tau fibril FP; E = KDM4E inh; F = Tau fibril ThT; G = L3MBTL1 inh; H = RECQ1 helicase
mol: CC(C)OCCCNC(=O)Cc1ccc(Br)cc1
  A: 1% | B: -1% | C: 2% | D: -3% | E: 2% | F: -1% | G: 7% | H: 9%

mol: O=C(N/N=C/c1ccc(Br)s1)c1ccccn1
  A: -7% | B: -2% | C: 11% | D: 0% | E: -20% | F: -17% | G: 0% | H: 4%

These rows are one share of the data (hit frequency here may not be typical).
